Bioassay records from PubChem.
Rab9 promoter act: qHTS Assay for Rab9 Promoter Activators. Huh7 Rab9 promoter-luciferase reporter, luminescence, 24 h. Potency, µM (series often up to 9.22 µM), for inactives: at the highest dose activation, negative = inhibition, most hits filed as activators. 2.8% of 320,000 active. AID 485297, 2010; also: potency is read from the fitted curve at half-maximal effect; % of control where 0% means no effect; nearly all actives have a fitted effect of over 60% in size
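Luminescence from Amplite-detected luciferase (10 minutes, ambient) reports Rab9 promoter activation. Before that, stable Rab9-luciferase Huh7 cells (1500/well, reduced-serum OP-MEM I plus 10% FBS) were exposed to compound for 24 hours at 37C.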
Menin-MLL TR inh: qHTS Assay for Inhibitors Targeting the Menin-MLL Interaction in MLL Related Leukemias: Competition With Texas Red Labeled MLL-derived Mutant Peptide | Potency, µM (top dose mostly 61.6 µM), without a hit: top-dose FP activity change, negative = inhibition, most hits filed as inhibitors | Menin + Texas Red MLL mutant peptide, fluorescence polarization | AID 1768, 2009 | 0.23% of 270,000 active; active = well fitted inhibition curve with a large enough effect in the polarisation, with a control signal flat, not every such curve was filed as active; inconclusive = small, poorly fitted or top-dose-only effect, or effect the other way, or a change in a side signal; inactive = no such curve, though single readings can be large or run the other way; the % refers to the polarisation; also: potency is read from the fitted curve at half-maximal effect; % of control where 0% means no effect; many of its hits are not listed in these tables
Target sequence (O00255 whole entry, looked up): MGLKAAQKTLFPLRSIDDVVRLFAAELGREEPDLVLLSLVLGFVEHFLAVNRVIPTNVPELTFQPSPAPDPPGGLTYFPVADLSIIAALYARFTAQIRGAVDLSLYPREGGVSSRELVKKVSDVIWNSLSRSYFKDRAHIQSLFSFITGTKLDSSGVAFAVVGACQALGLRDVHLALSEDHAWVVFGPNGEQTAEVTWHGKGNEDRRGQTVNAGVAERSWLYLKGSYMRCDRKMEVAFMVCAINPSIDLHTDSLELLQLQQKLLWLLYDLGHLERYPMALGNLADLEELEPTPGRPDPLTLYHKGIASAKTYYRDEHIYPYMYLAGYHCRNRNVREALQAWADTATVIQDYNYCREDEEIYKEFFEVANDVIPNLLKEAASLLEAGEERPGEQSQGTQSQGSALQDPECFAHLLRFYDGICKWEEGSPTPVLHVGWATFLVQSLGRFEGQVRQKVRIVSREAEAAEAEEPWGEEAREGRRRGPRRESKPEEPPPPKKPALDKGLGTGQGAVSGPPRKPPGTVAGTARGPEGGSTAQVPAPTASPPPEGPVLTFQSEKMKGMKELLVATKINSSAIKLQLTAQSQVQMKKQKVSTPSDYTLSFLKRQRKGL
FLuc modulator: qHTS profiling assay for firefly luciferase inhibitor/activator using purifed enzyme and Km concentrations of substrates (counterscreen for miR-21 project); Potency, µM (titrated, usually from 57.5 µM), without a hit: at the highest dose activity change, negative = inhibition, actives largely listed as inhibitors; AID 588342, 2011; 6.9% of 360,000 active; purified FLuc, Km substrates, luminescence inhibition;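 also: potency is read from the fitted curve at half-maximal effect; plate controls were vehicle for no effect and reference inhibitor for full effect; nearly all actives have a fitted effect of over 55% in size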
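Biochemical qHTS of compounds, final roughly 60 µM downward over six points, against 10 nM purified firefly luciferase using Km concentrations of substrates (10 uM D-luciferin, 10 uM ATP) in Tris acetate pH 7.5 buffer; luminescence output.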
p53 reactivator: qHTS assay for re-activators of p53 using a Luc reporter. 0.063% of 320,000 active. Potency, µM (series often up to 92.2 µM), for inactives: at the highest dose activity change, positive = activation, usual class: activators. H1299 p53-A138V BP100-luciferase reporter, luminescence, 24 h. AID 504706, 2011; also: potency is read from the fitted curve at half-maximal effect; % of control where 0% means no effect; nearly all actives have a fitted effect of over 45% in size
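H1299 (p53-null), stable ts p53-A138V + BP100-Luc; 1000 cells/well, Opti-MEM/10% FBS; cpd 4 pt, 1:5; 24 h, 37 deg C, 5% CO2; detection reagent 10 min RT; luminescence.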
Gal4-VP16 FLuc: VP16 counterscreen qHTS for inhibitors of ROR gamma transcriptional activity; 3.5% of 310,000 active; Drosophila S2 Gal4-VP16 UAS-luciferase, luminescence, 20 h; Potency, µM (doses to about 53.6 µM), without a hit: at the top dose activity, negative = inhibition, usual class: inhibitors; AID 2546, 2010;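 also: Gal4-VP16 expression switched on by copper sulfate through the metallothionein promoter; potency is read from the fitted curve at half-maximal effect; % is scaled to controls: 0 for no effect and ±100 for the full control effect; nearly all actives have a fitted effect of over 50% in size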
NPC1 prom act: qHTS Assay for NPC1 Promoter Activators. Potency, µM (highest dose often 9.22 µM), inactives show at the top dose activation, most hits filed as activators. 2.4% of 320,000 active. AID 485313, 2010. Huh7 NPC1 promoter luciferase reporter, 24 h;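 also: potency is read from the fitted curve at half-maximal effect; % of control where 0% means no effect; nearly all actives have a fitted effect of over 60% in size; reporter is driven by a mutant NPC1 promoter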
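Quantitative HTS used a cell-based reporter: Huh7 cells stably bearing the NPC1 promoter upstream of luciferase were treated with compounds for 24 h, and promoter activation was read as luminescence.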
BRCA1 expr up: qHTS Assay to Identify Small Molecule Activators of BRCA1 Expression. MCF7-BRCA1-FFLuc reporter, luminescence, 48 h; response scale: scaled: vehicle 0%, 10 µM genistein 100%. Potency, µM (series often up to 46.1 µM), inactives show at the top dose activation, hits mostly activators. 1.1% of 380,000 active; also: potency is read from the fitted curve at half-maximal effect; nearly all actives have a fitted effect of over 80% in size; some results filed as inactive show a strong effect at the top dose
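Quantitative HTS in MCF7 cells stably reporting BRCA1 expression via firefly luciferase. Compound treatment lasts 48 h at 37 °C in phenol-red free MEM. Activation is expressed relative to genistein at 10 microM and DMSO.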
PKM2 activator: qHTS Assay for Activators of Human Muscle isoform 2 Pyruvate Kinase; AID 1631, 2009; Potency, µM (titrated, usually from 57.5 µM), for the others: at the top dose activation, usual class: activators; Pyruvate kinase PKM (Homo sapiens), P14618; purified PKM2, Kinase-Glo ATP luminescence, activation; response scale: 0% is enzyme alone, no compound; 0.34% of 260,000 active; also: potency is read from the fitted curve at half-maximal effect; % is scaled to controls: 0 for no effect and ±100 for the full control effect; nearly all actives have a fitted effect of over 55% in size
Target sequence (P14618 whole entry, looked up, canonical isoform): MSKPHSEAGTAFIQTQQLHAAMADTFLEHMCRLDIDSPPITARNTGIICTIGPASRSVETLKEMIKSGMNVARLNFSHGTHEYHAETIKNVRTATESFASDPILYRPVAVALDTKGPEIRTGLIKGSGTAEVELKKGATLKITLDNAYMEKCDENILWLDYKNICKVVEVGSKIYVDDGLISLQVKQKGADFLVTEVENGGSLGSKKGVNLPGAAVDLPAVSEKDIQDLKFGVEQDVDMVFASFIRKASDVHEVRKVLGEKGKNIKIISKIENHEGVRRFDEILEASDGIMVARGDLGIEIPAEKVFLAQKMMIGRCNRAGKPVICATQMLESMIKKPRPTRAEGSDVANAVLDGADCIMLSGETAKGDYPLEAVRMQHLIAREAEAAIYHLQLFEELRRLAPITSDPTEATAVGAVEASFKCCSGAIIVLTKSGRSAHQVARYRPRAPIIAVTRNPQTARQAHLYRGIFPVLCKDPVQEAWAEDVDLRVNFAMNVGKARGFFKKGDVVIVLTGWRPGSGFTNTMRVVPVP
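ATP formation by purified human PK-M2, quantified via coupled luciferase luminescence after 1 h at room temperature with 0.1 mM ADP and 0.5 mM PEP final.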
ELG1 genotox: qHTS screen for small molecules that induce genotoxicity in human embryonic kidney (HEK293T) cells expressing luciferase-tagged ELG1 | 1.3% of 330,000 active | HEK293T ELG1-luciferase reporter, luminescence, 16 h | Potency, µM (doses to about 46 µM), inactives show top-dose activity change, positive = activation, most hits filed as activators | AID 504466, 2011; also: potency is read from the fitted curve at half-maximal effect; % of control where 0% means no effect; nearly all actives have a fitted effect of over 60% in size
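Screening used a luciferase reporter fused to human ELG1 in HEK293T cells. Luminescence was read on a CCD plate imager after 16 hr exposure and 30 min ONE-Glo incubation.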
RORg inh: qHTS for inhibitors of ROR gamma transcriptional activity | 5.4% of 310,000 active | Potency, µM (top dose mostly 53.6 µM), for the others: at the highest dose activity change, negative = inhibition, hits mostly inhibitors | Nuclear receptor ROR-gamma (Mus musculus), P51450 | Drosophila S2 Gal4-RORgamma UAS-luciferase reporter, 20 h; also: potency is read from the fitted curve at half-maximal effect; % is scaled to controls: 0 for no effect and ±100 for the full control effect; nearly all actives have a fitted effect of over 60% in size
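Drosophila S2 cells stably expressing Gal4-DBD/mouse RORγ fusion under metallothionein promoter plus UAS-luciferase; compound 1 h, then 700 uM CuSO4 induction for 20 h at ambient temperature; inhibition read as reduced luminescence.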
Giardia kill: Small Molecules that selectively kill Giardia lamblia: qHTS | Giardia lamblia trophozoite viability | activity change, % at 7.66 µM, hits read low | AID 540267, 2011 | 0.15% of 340,000 active; in the data active = activity change below about -80%; inconclusive = between about -30% and that limit;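 also: parasites exposed to compound for two days anaerobically before the ATP read; % is scaled to controls: 0 for no effect and ±100 for the full control effect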
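Killing of trophozoites was scored by loss of ATP luminescence after a 48 hrs anaerobic exposure to compounds at 37 deg C, using 100 cells per well.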
* marks the source's active call; other numbers are inactive results; u = inconclusive; x = not tested or not shown; [ ] = dose if it differs, or a comment. Unless noted, calls follow the shape of the dose curve; as a rule, active = well fitted curve in the direction sought with a large enough effect; inconclusive = small, poorly fitted or top-dose-only effect, or another doubt; inactive = no such curve, though single readings can be large; an effect the other way counts as inactive or inconclusive.

molecule	Rab9 promoter act	BRCA1 expr up	PKM2 activator	p53 reactivator	Menin-MLL TR inh	ELG1 genotox	Giardia kill	Gal4-VP16 FLuc	RORg inh	FLuc modulator	NPC1 prom act
CCOC(=O)c1ccc2ncc(C(=O)OCC)c(Nc3ccc(N4CCOCC4)cc3)c2c1	-3.1%	-92.6%[inhibitor]	1.0%	-4.3%	-10.0%	-14.1%	6.7	u	-1.7%	-1.8%	-1.0%
Cc1sc2ncnc(SCC(=O)Nc3ccc(CN4CCCC4)cc3)c2c1C	-3.7%	-24.3%	x	2.5%	x	-2.6%	-8.8	x	x	4.5%	-0.3%
CN1CCCC(OC(=O)c2cc(Br)ccc2Cl)C1 (centres undefined)	-3.0%	1.9%	-1.2%	-4.3%	4.7%	-0.4%	4.6	-7.5%	-6.8%	-1.1%	-0.3%
CN(CCCC(=O)Nc1ccc(Br)cc1F)S(=O)(=O)c1ccccc1	0.2%	-0.2%	3.7%	x	-11.0%	-6.8%	35.9[activator]	x	x	1.3%	1.4%
CCCn1c(N)c(C(=O)CN(C)CC(=O)Nc2ccc(F)cc2)c(=O)[nH]c1=O	-0.9%	4.6%	x	14.4%	x	2.2%	-7.4	x	x	5.2%	-1.9%
CCOC(=O)C1CCN(C(=O)CSCc2nc(-c3ccc(OCC)cc3)oc2C)CC1	-11.2%	-9.5%	-1.3%	-11.7%	-12.0%	20.6µM*	-0.7	-6.1%[0.365 µM]	-23.0%	u	-2.7%
Cc1nn(-c2ccccc2)c(Cl)c1/C=C1/C(=N)N2N=C(C(C)C)SC2=NC1=O	-1.6%	-3.1%	1.8%	6.3%	4.2%	-2.3%	11.8	-17.7%	15.7%	2.0%	-2.8%
CC12CCC(=O)N1C(C(=O)Nc1ccc(Cl)c(Cl)c1)CS2 (centres undefined)	-3.9%	-2.5%	x	4.8%	x	-4.5%	9.2	x	x	5.8%	0.5%
CCOC(=O)C1CCN(C(=O)CN2C(=O)CSc3ccc(S(=O)(=O)N4CCOCC4)cc32)CC1	-0.6%	-4.2%	x	1.8%	x	0.4%	-11.6	-1.2%	-28.3%	1.3%	1.1%
N#Cc1ccccc1OCC(=O)NCc1ccccc1CN1CCCC1	-8.7%	-12.7%	x	u	x	-2.1%	5.8	x	x	2.3%	-0.9%
O=C1CC(N2CCC(O)(c3ccc(Br)cc3)CC2)C(=O)N1c1ccc(Cl)cc1 (centres undefined)	3.0%	2.1%	-3.9%	-5.1%	14.5%	-0.5%	7.9	u	u	-0.9%	-3.0%
O=C(Nc1ccc(SC(F)F)cc1)c1cc(-c2ccncc2)nc2ccccc12	10.1%	-46.9%	x	-8.3%	x	-4.0%	4.0	x	x	-15.8%	-1.9%
CCOC(=O)c1ccc(NC(=O)CCc2nnc3ccc(N4CCN(C)CC4)nn23)cc1	-0.9%	2.0%	x	-2.3%	-0.1%	12.2%	-2.3	2.2%	0.9%	0.0%	1.2%
CC(C)(C)NC(=O)COC(=O)c1ccc(F)cc1Cl	2.4%	59.9%	2.5%	6.4%	-15.1%	9.6%	3.0	6.6%	31.5%	-11.3%	7.5%
COc1ccc(Cl)cc1C(=O)Nc1cccnc1	-0.3%	-30.7%	-2.9%	-2.1%	-8.5%	0.9%	5.2	-6.4%	-38.7%[1.91 µM]	-6.4%	-0.1%
CCN(CCNC(=O)C1CC(=O)N(CCc2ccccc2)C1)c1ccccc1 (centres undefined)	-3.7%	-7.2%	1.0%	0.2%	-8.7%	-4.0%	-13.5	-26.9%	22.5%	3.2%	-8.4%
CN1CC(=O)N(CC(=O)NCc2ccc(F)cc2)c2ccccc2C1=O	8.9%	-9.8%	-4.7%	2.5%	-2.9%	-1.6%	4.0	-1.9%	-12.3%	0.5%	-0.1%
CN1C(=O)[C@@H]2[C@H](C1=O)[C@@H]1C(=O)Nc3ccccc3C(=O)N1[C@@H]2c1ccc(Br)cc1	1.2%	-9.6%	x	6.0%	x	1.1%	-2.4	x	x	4.2%	-3.4%
Cc1ccccc1NC(=O)NC1(C(=O)N2CCCC2)CCCCC1	-10.2%	-12.7%	5.7%	-0.3%	-7.4%	1.5%	-2.9	6.8%	-21.8%	2.1%	0.3%
CCOC(=O)c1sc(NC(=O)c2cc3c(C)nn(-c4ccccc4)c3s2)nc1C	2.6%	x	-5.2%	-13.5%	16.2%	-0.4%	x	-0.8%	-8.6%	0.2%	1.1%
CC(=O)N1CCC(=NNc2ccc(S(N)(=O)=O)cc2[N+](=O)[O-])CC1	-0.5%	-0.4%	9.6%	-2.2%	x	2.1%	-6.8	0.2%	4.9%	3.7%	-1.9%
COc1ccc(/C=C/C(=O)NNC(=O)c2cc(C)oc2C)cc1	6.6%	3.6%	x	3.5%	x	-3.0%	19.5	x	x	-14.6%	-0.1%
COCCNC(=O)C(OC(=O)c1cccs1)c1ccc(F)cc1 (centres undefined)	-6.3%	-0.4%	-1.6%	-3.1%	-1.3%	1.1%	-4.7	-7.4%	1.5%	0.0%	-0.4%
COc1ccc(CCNC(=O)COC(=O)/C=C/c2cccs2)cc1OC	0.0%	4.8%	-1.5%	4.9%	-1.9%	2.4%	9.3	-14.9%	-3.3%	-3.2%	-1.9%
CCC(C)(C)c1nnc(NC(=O)c2ccc([N+](=O)[O-])cc2)s1	u	u	-3.3%	19.1%	4.3%	u	30.5[activator]	24.2%	12.2%	-2.2%	u
O=C(COC(=O)c1ccc(Oc2ccccc2)cc1)Nc1nnc(-c2ccccc2)o1	-3.5%	1.7%	1.7%	u	u	0.3%	3.5	5.62µM*	2.82µM*	1.0%[2.3 µM]	6.9%
COc1cccc(C(=O)Nc2ccccc2C(=O)N2CCCC2)c1	-1.1%	4.9%	0.3%	-1.1%	-2.9%	-4.9%	8.8	2.2%	-6.7%	0.9%	2.1%
COc1cccc(NC(=O)c2ccco2)c1	u	u	-6.7%	26.4%	1.5%	14.6µM*	-0.5	-2.8%	5.6%	u	u
O=C1OCCC1Sc1nnc(-c2cccs2)n1Cc1ccccc1 (centres undefined)	-5.2%	-1.2%	0.4%	-20.1%	-10.9%	-2.8%	7.3	u	7.7%	1.6%	1.2%
CC(=O)c1c(C)[nH]c(C(=O)N(C)C(c2ccccc2)c2ccccc2)c1C	-0.9%	-26.4%	u	-2.3%	-20.6%	-7.0%	13.0	-13.8%	9.0%	-4.8%	-1.6%
CCOC(=O)N1CCN(C(=O)C2CCCN(S(=O)(=O)c3cc(C)ccc3OC)C2)CC1 (centres undefined)	0.7%	-40.8%	-2.6%	-2.8%	-26.8%	-2.0%	4.1	6.1%	9.3%	8.1%	-2.2%
CCOC(=O)c1c(C)[nH]c(C(=O)COC(=O)CNC(=O)C2CCCCC2)c1C	7.1%	-2.8%	-3.1%	20.1%	-9.1%	4.3%	3.0	4.3%	-24.6%	3.01µM*	-0.9%
COc1ccc(C(OC(=O)c2ccco2)C(=O)NC2CCCC2)cc1 (centres undefined)	5.6%	-15.1%	0.5%	-4.0%	-5.6%	3.3%	-14.8	9.5%	11.3%	0.9%	-4.5%
COc1ccc2cc(C(C)C(=O)N3CCC(C)CC3)ccc2c1 (centres undefined)	2.2%	-47.9%	1.0%	8.7%	-13.8%	-9.1%	1.2	-1.9%	7.6%	-20.8%	0.6%
Cc1cccc(C(=O)N(Cc2nc3ccccc3c(=O)[nH]2)C2CCCC2)c1	-3.2%	-1.1%	-1.0%	0.2%	-20.2%	-5.7%	5.1	-0.3%	28.5%	2.4%	-6.8%
CCCNC(=O)/C(=C/c1cn(S(=O)(=O)N(C)C)c2ccccc12)NC(=O)c1ccc(OC)cc1	0.5%	-5.4%	1.5%	-0.4%	5.0%	-10.4%	-25.2	-2.1%	11.1%	3.0%	-5.6%
Cn1cc(C(=O)N/N=C/c2ccc([N+](=O)[O-])cc2)c2ccccc21	4.3%	2.3%	-3.2%	-0.6%	x	1.9%	-12.3	2.1%	4.8%	2.5%	2.3%
CCCC(=O)OC/C(O)=C(\C#N)c1nc2ccccc2[nH]1	-1.8%	-8.7%	-0.5%	-5.1%	-3.6%	u	-4.2	u	3.98µM*	-11.6%	-1.6%
CCc1noc(C)c1C(=O)OCC(=O)N1CCc2ccccc21	-1.8%	6.0%	x	9.5%	x	4.4%	-22.2	x	x	2.9%	0.0%

An excerpt, so the mix of outcomes need not match the whole.
